DT40 TDP1 CPT: DT40-hTDP1 cell growth loss with CPT. AID 686979. Potency, µM (highest dose often 46.2 µM), for inactives: top-dose activity change, negative = growth inhibition, most hits filed as inhibitors. chicken DT40 Tdp1-/-;hTDP1 cells + 20 nM CPT, ATP luminescence, 48 h. 420,000 tested, 12% active; also: nearly all actives have a fitted effect of over 55% in size
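Cell growth measured by CellTiter-Glo luminescence after a minimum 48 h, 37 C compound exposure with 20 nM CPT in Tdp1-knockout DT40 cells stably expressing hTDP1, seeded 400/well; qHTS titration format.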
DT40 TDP1 no CPT: qHTS for Inhibitors of human tyrosyl-DNA phosphodiesterase 1 (TDP1): qHTS in cells in absence of CPT; DT40 Tdp1-/- hTDP1 cells, no CPT, ATP luminescence, 48 h; Potency, µM (series often up to 46.2 µM), without a hit: at the top dose activity change, negative = growth inhibition, hits mostly inhibitors; 420,000 tested, 15% active; AID 686978, 2013; also: nearly all actives have a fitted effect of over 55% in size
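A cellular qHTS used chicken DT40 cells lacking endogenous Tdp1 but carrying stably transfected human TDP1. Compounds were applied without camptothecin, and cell growth kinetics were judged by ATP-dependent luminescence after ≥48 hr.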
GCN5L2 inh: inhibitors of human GCN5L2 histone acetyltransferase; AID 504327; GCN5L2 HAT assay, ThioGlo1 CoA-SH fluorescence; 390,000 tested, 0.21% active; Potency, µM (series often up to 58.9 µM), for inactives: at the top dose activity change, negative = inhibition, actives largely listed as inhibitors
Target sequence (Q92830 whole entry, looked up): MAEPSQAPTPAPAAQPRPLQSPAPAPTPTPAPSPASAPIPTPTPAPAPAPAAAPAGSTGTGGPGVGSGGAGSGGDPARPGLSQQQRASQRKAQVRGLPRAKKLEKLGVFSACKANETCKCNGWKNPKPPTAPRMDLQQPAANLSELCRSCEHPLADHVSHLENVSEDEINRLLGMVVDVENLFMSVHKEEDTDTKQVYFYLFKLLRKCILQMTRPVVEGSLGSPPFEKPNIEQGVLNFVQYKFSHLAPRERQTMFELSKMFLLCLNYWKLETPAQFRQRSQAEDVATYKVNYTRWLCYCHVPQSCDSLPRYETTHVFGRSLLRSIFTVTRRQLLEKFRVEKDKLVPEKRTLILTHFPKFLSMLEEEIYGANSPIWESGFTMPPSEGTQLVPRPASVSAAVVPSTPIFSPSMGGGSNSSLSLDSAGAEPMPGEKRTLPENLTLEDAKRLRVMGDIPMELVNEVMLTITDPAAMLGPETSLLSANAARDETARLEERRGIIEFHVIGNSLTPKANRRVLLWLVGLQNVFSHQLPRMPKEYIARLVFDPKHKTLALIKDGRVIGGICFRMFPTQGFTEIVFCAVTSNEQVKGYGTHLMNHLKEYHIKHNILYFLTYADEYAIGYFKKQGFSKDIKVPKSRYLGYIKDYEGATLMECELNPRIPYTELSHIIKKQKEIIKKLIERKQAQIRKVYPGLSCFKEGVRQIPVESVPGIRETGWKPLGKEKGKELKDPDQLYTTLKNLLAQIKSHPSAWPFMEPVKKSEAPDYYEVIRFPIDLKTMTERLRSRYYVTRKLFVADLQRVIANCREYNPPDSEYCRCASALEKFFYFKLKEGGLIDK
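Enzyme at 20nM final was mixed with library compounds for 15 min at room temperature. Peptide H3(1-25) at 75uM, acetyl-CoA at 70uM and ThioGlo1 at 50uM were then added. Plates were read immediately and after 20 min (Ex340nm/Em540nm).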
* = called active by the depositor; ? = inconclusive; · = no result given; & = joins results of further samples; ! = not active in a repeat; [ ] = remark or other dose. Calls follow the shape of the dose curve; as a rule, active = well fitted curve in the direction sought with a large enough effect; inconclusive = small, poorly fitted or top-dose-only effect, or another doubt; inactive = no such curve, though single readings can be large; an effect the other way counts as inactive or inconclusive. % is scaled to controls: 0 for no effect and ±100 for the full control effect; potency is read from the fitted curve at half-maximal effect. Some of the compounds tested; the hit share may differ from the screen's.

Molecule | DT40 TDP1 CPT | DT40 TDP1 no CPT | GCN5L2 inh
CC(=O)c1cccc(NC(=O)CSc2nc(=O)n(CCCN3CCOCC3)c3c2CCC3)c1 | -9% | 4% | -6%
CCN(CC)S(=O)(=O)c1ccc(NC(=O)NCc2noc3ccc(C)cc23)cc1 | 21µM* | 23µM* | -23%
COc1ccc(Cc2nc3ccc(C(=O)NCc4ccc(OC)cc4OC)cc3o2)cc1 | 16µM* | ? | 3%
CCOC(=O)C(=NCC1CCCO1)NNc1cc(Cl)ccc1Cl (centres undefined) | -7% | 0% | -19%
COc1cc(C#Cc2c(-c3cncn3C)n(C)c3ccc(-c4ccc(CN5CCOCC5)cc4)cc23)cc(OC)c1 | 5.8µM* | 8.2µM* | -4%
CCn1c(C)nc2c1C(=O)c1ccccc1C2=O | ? | ? | -9%
Cc1ccc(S(=O)(=O)N2C[C@]3(O)C[C@@H]4C(=O)N(c5ccccc5)C(=O)[C@@H]4C[C@]3(OC(=O)NCc3ccco3)C2)cc1 | -1% | -29% | ·
Cc1cc(NC(=O)c2cc(-c3ccccn3)nc3ccccc23)no1 | -7% | -21% | -2%
O=C(NCCc1ccccc1)Oc1ccc(Cl)cc1 | -3% | ? | -30%
COc1ccc(-c2oc3ncn4nc(COc5cccc(C)c5C)nc4c3c2-c2ccc(OC)cc2)cc1 | -16% | -8% | 2%
COC(=O)[C@@H](NCc1cccc(CN[C@H](C(=O)OC)C(C)C)c1)C(C)C | -8% | -23% | -1%
CCCCn1c(SCC(=O)NC2CCS(=O)(=O)C2)nc2ccccc2c1=O (centres undefined) | -15% | 21% | 0%
CCc1ccc(N=C2NC(=O)/C(=C/c3ccc(OCC(=O)O)cc3)S2)cc1 | 19% | 16% | -9%
CC(=O)c1ccc(N2CCN(S(=O)(=O)c3ccc4ccccc4c3)CC2)cc1 | ? | ? | -2%
Fc1ccccc1OCCCCN1CCCCC1 | 2% | 12% | -4%
Cc1ccc(N2C(=O)c3ccc(N)cc3C2=O)cc1C | -22% | -12% | ?
O=C(c1ccc(OC2CCN(CCc3ccccc3)CC2)cc1)N1CCCCC1CCCO (centres undefined) | -3% | -19% | 2%
CCCN(CCC)S(=O)(=O)c1ccc(C(=O)Nc2nnc(-c3cc(OC)cc(OC)c3)o2)cc1 | 5.8µM* | 4.6µM* | -3%[0.501 µM]
Cc1ccc(C)c(OCCC(=O)OCC(=O)NC2CC2)c1 | -19% | -13% | -7%
CC(=O)c1sc2c(c1C)c(=O)n(-c1ccc(Cl)cc1)c(=O)n2Cc1ccc(Cl)cc1 | 8.2µM* | 8.2µM* | -6%
N#C/C(=C\c1c[nH]c2ccccc12)C(=O)NCC1CCCO1 (centres undefined) | 16% | ? | 8%
COCCN(C(=O)COC(=O)/C=C/c1cccc(C(F)(F)F)c1)c1c(N)n(CC(C)C)c(=O)[nH]c1=O | 18% | -18% | -3%
Cc1ccc([C@@H]2C3COCC=C3C(C#N)=C(N)C2(C#N)C#N)o1 (some centres undefined) | ? | ? | -3%
Nc1[nH]c(C(=O)c2ccccc2)c(-c2ccc(Cl)cc2Cl)c1C(=O)NCCc1c[nH]c2ccccc12 | ? | ? | ·
CC(C)NC(=O)c1sc2c(c1C(=O)Nc1cccnc1)CCCC2 | ? | ? | -3%

Some entries already given with just DT40 TDP1 CPT.
molecule	DT40 TDP1 CPT
COC(=O)[C@@H](NCc1cccc(CN[C@H](C(=O)OC)C(C)C)c1)C(C)C	-8%
CC(=O)c1cccc(NC(=O)CSc2nc(=O)n(CCCN3CCOCC3)c3c2CCC3)c1	-9%
Cc1ccc([C@@H]2C3COCC=C3C(C#N)=C(N)C2(C#N)C#N)o1 (some centres undefined)	?
CCc1ccc(N=C2NC(=O)/C(=C/c3ccc(OCC(=O)O)cc3)S2)cc1	19%
CC(C)NC(=O)c1sc2c(c1C(=O)Nc1cccnc1)CCCC2	?

A portion from further up:
Molecule | DT40 TDP1 CPT | DT40 TDP1 no CPT | GCN5L2 inh
Nc1[nH]c(C(=O)c2ccccc2)c(-c2ccc(Cl)cc2Cl)c1C(=O)NCCc1c[nH]c2ccccc12 | ? | ? | ·
CC(C)NC(=O)c1sc2c(c1C(=O)Nc1cccnc1)CCCC2 | ? | ? | -3%

Additional results
Molecule | DT40 TDP1 CPT | DT40 TDP1 no CPT | GCN5L2 inh
CCCCC(CC)CNC(=O)c1ccc2c(=O)n(Cc3ccc(OC)cc3)c(=O)[nH]c2c1 (centres undefined) | 21µM* | ? | 0%
COc1ccccc1/C=C/C(=O)c1c2c(c(C)[nH]c1=O)CCCC2 | ? | ? | -21%
C/C(CC(=O)Nc1ccc(N(C)C)cc1)=N\NC(=O)c1ccc([N+](=O)[O-])cc1Cl | ? | 21µM* | -11%
Cn1c(CNC(=O)CNS(=O)(=O)c2ccc(Br)cc2)cc(=O)n(C)c1=O | -11% | 0% | 0%
Cc1occc1C(=O)Nc1nnc(C(F)(F)F)s1 | -18% | -23% | 0%
O=c1c2ccccc2nc2n1C(CBr)CN2 (centres undefined) | 3% | 10% | -15%
CCC(C)NC(=O)CSc1nnc(-c2ccc(Cl)cc2)n1N (centres undefined) | -11% | -22% | -16%
Cc1ccc(CS(=O)(=O)c2ncc(Cl)c(C(=O)Nc3nnc(C(C)C)s3)n2)cc1 | 5.8µM*! | 12µM* | -2%&-1%
COc1ccc(/C=N/OCC(=O)Nc2nc3ccccc3s2)cc1 | 9% | 4% | -11%
CCc1cc2c(=O)c(Oc3ccccc3F)c(C)oc2c(CN(C)C)c1O | -19% | -22% | ?
CN(CC(=O)Nc1cccc(F)c1)C(=O)C1CC(=O)N(Cc2ccco2)C1 (centres undefined) | -1% | -19% | -1%
Cc1ccc(-c2nnc(SCC(=O)N/N=C/c3ccc(C(=O)O)cc3)n2C2CCCCC2)cc1 | -9% | 18% | -7%
Cc1cccc2c1-c1sc(C(=O)N3CCN(c4cccc(Cl)c4)CC3)cc1CO2 | -15% | -16% | -6%
Nc1nc(CN2CCCCCC2)nc(Nc2ccccc2)n1 | -1% | -13% | -3%
COc1cccc(CNS(=O)(=O)c2c(C)[nH]c(C)c2C(=O)N2CCCC2)c1 | -13% | 12% | -3%
NS(=O)(=O)c1ccc2nc(NC(=O)CS(=O)(=O)c3ccc(F)cc3)sc2c1 | 12% | 2% | -7%
CCn1cc(SCC(=O)Nc2cc(C)on2)c2ccccc21 | ? | -24% | -2%
COc1ccc(OC)c(CNC(=O)C2CCCN(C(=O)N(C)C)C2)c1 (centres undefined) | 6% | -17% | 0%
Cc1nnc(NC(=O)c2ccc(S(=O)(=O)N3CC(C)OC(C)C3)cc2)o1 (centres undefined) | -10% | -23% | -2%
CN(C)C(=O)CN1C(=O)NC2(CCCc3ccccc32)C1=O (centres undefined) | -4% | 21% | -4%
CCOC(=O)C1(C)CCN1C(=O)c1ccc(C(F)(F)F)cc1 (centres undefined) | -15% | -26% | ·
CCOC(=O)c1nnc(-c2ccc(C)cc2)nc1Oc1ccc(Cl)cc1Cl | ? | 16µM* | -10%
CCC(O)c1cc2c(cc1NC(=O)c1ccccc1F)OCCO2 (centres undefined) | -14% | ? | 0%
CCN(CC)S(=O)(=O)c1ccc(N=NC2=C(O)CCCC2=O)cc1 | 1% | 7% | -15%
Cc1cc(C)c[n+](-c2nc3ccccc3nc2[N-]S(=O)(=O)c2ccc(Br)s2)c1 | ? | ? | 0%

Record cards, as listed above.
CCC(O)c1cc2c(cc1NC(=O)c1ccccc1F)OCCO2 (centres undefined) reads DT40 TDP1 CPT = -14%; DT40 TDP1 no CPT = ?; GCN5L2 inh = 0%
COc1ccc(OC)c(CNC(=O)C2CCCN(C(=O)N(C)C)C2)c1 (centres undefined) reads DT40 TDP1 CPT = 6%; DT40 TDP1 no CPT = -17%; GCN5L2 inh = 0%

Back to the main list, repeating the 3 entries before the break.
Molecule | DT40 TDP1 CPT | DT40 TDP1 no CPT | GCN5L2 inh
CCC(O)c1cc2c(cc1NC(=O)c1ccccc1F)OCCO2 (centres undefined) | -14% | ? | 0%
CCN(CC)S(=O)(=O)c1ccc(N=NC2=C(O)CCCC2=O)cc1 | 1% | 7% | -15%
Cc1cc(C)c[n+](-c2nc3ccccc3nc2[N-]S(=O)(=O)c2ccc(Br)s2)c1 | ? | ? | 0%
COc1ccc(/C=C/C(=O)NNC(=O)C(C)Oc2ccccc2F)cc1OC (centres undefined) | -3% | 8% | -10%
CNS(=O)(=O)c1cccc(C(=O)Nc2cccc(Cl)c2)c1 | -21% | ? | 0%
O=C(CN1C(=O)CSc2ccc(S(=O)(=O)N3CCOCC3)cc21)NCc1c(F)cccc1Cl | -11% | -3% | ·
CCNCCCNCCCNCCCNCC | ? | 3.8µM* | -4%[0.501 µM]
CN(C)CCSc1nc(-c2ccccc2)nc2c1CCC2 | 0% | 2% | 4%
c1ccc(-c2nnc(N3CCN(c4ccccc4)CC3)nc2-c2ccccc2)cc1 | ? | ? | 3%
CC12CCC(C(=O)Nc3cccc(NC(=O)C45CCC(C)(C(=O)O4)C5(C)C)n3)(OC1=O)C2(C)C | -30% | ? | 1%
O=C(Nc1ccccc1)O[C@@H]1C[C@H]2CCC(=O)N3CC[C@@H](C1)[C@@H]23 | ? | 11µM* | 2%
CN1CCN(C(=O)c2ccc(N(Cc3ccccc3Cl)S(C)(=O)=O)cc2)CC1 | -21% | -11% | 0%
CCc1ccccc1OCC(=O)N(CC)CC(=O)NCc1ccc(F)cc1 | -2% | ? | -4%
COc1cccc(-c2cnc(C(O)c3ccc(C(C)(C)C)cc3)[nH]2)c1 (centres undefined) | ? | 18µM* | ·
COCC(C)NCc1ccccc1C (centres undefined) | 15% | -6% | -3%
O=C1C=C(c2cccs2)C[C@H](c2ccccc2)[C@H]1n1nnc([N+](=O)[O-])n1 | 2.6µM* | 2.9µM* | 19%
O=S(=O)(c1ccc2nc(N3CCN(c4ccccc4)CC3)ccc2c1)N1CCCCC1 | -1%&-3% | -22%&-24% | -21%&20%
Cc1ccccc1NC(=O)N1CCCC1C(=O)NCc1cccs1 (centres undefined) | -7% | -6% | -7%
Nc1cccc(-c2cn(-c3cc4cc(C#CC5(O)CCCCC5)ccc4oc3=O)nn2)c1 | ? | ? | -14%
Cc1ccc(NC(=O)C(C)[n+]2ccccc2)cc1[N+](=O)[O-] (centres undefined) | 20% | 7% | -10%
COc1ccc(Cn2c(-c3ccco3)nc3c(c(=O)c4ccccc4n3C)c2=O)cc1 | 0% | -3% | ?
CCOC(=O)c1ccccc1NC(=O)CCc1c(C)nc2c(c1C)c(=O)n(C)c(=O)n2C | 11% | -20% | -1%
O=C1Cc2c(-c3ccccc3)cc(-c3cccc(Cl)c3)nc2-c2ccccc2N1 | 21µM* | ? | ·
COc1ccc(C2CCCN2C(=O)Nc2ccc(F)cc2)cc1OC (centres undefined) | 10% | -21% | -1%
CN(C)c1ccc(CNC2CC(C)(C)NC(C)(C)C2)cc1 | -29% | ? | 0%
N#Cc1c(-c2ccccc2)ccn(Cc2cccc(Cl)c2)c1=O | ? | ? | -6%
O=C1OC(NCc2cccnc2)(c2ccc(Cl)cc2)c2ccccc21 (centres undefined) | 8% | -5% | 0%
CC12CCC(=O)N1C(C(=O)OCC(=O)Nc1ccc(C(F)(F)F)cc1)CS2 (centres undefined) | -17% | -6% | -1%

Next compounds:
Molecule | DT40 TDP1 CPT | DT40 TDP1 no CPT | GCN5L2 inh
O=C(NCc1cccnc1)c1ccc(COc2ccc(Cl)cc2)cc1 | 16µM* | 10µM* | -4%
COc1ccc2c(c1)c1c(c(=O)n(-c3cccc(Cl)c3)c(=O)n1C)n2C | -5% | -8% | 4%
O=C(NC1CCCCC1)C(c1ccccc1)N(Cc1ccc2c(c1)OCO2)C(=O)c1cnsn1 (centres undefined) | 21µM* | ? | -7%
Cc1cccnc1NC(=O)CSc1nnc(Cc2ccccc2)o1 | ? | 0% | 0%
O=C(N/N=C/c1cccs1)c1ccc2nc[nH]c2c1 | 17% | -5% | -6%
CCc1ccc[n+](-c2[nH]c(=O)sc2/C=N/N=C(\[O-])c2cccnc2)c1 | -2% | 11% | -8%
COc1ccccc1/C=C/C(=O)OCC(=O)Nc1c(F)cccc1F | 0% | -5% | -3%
COc1cc(C(C(=O)NC2CCCC2)N(CCO)C(=O)Cn2nnc(-c3ccc(C)o3)n2)ccc1O (centres undefined) | 0% | 5% | 0%

Assay outcomes: PubChem, National Center for Advancing Translational Sciences (NCATS)
